Screens from PubChem.
MEKK2mut PB1 HTS = signal of MEK5 binding to mutant human MEKK2 PB1 domain. bead flow cytometry, Alexa488-MEK5 binding to MEKK2 mutant. percent response, % at 10 µM. AID 1530. 0.35% of 290,000 active; in the data active = percent response above about 24%, passing the limit was not always enough; note: inactives centre near 1; some results filed as inactive read as strong as hits; reference of the scale not given here
NALP1 inh = blocks the NALP1 inflammasome reconstituted in yeast. 0.61% of 280,000 active. S. cerevisiae NALP1/ASC/caspase-1 growth, X-gal OD620, 72 h. inhibition, % at 10 µM. AID 2071; in the data active = inhibition mostly above about 24%, no sharp cut-off; inactive = mostly below about 32%; note: some compounds called inactive have numbers as strong as hits
IDE cell inh = inhibitors of human insulin-degrading enzyme in cells; HEK cells, FAbetaB cleavage, fluorescence polarization; inhibition, % at 5.59 µM; P14735; 0.41% of 320,000 active;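 active = percent inhibition above the average of all tested compounds plus 3 SD, set per screening campaign, cut at about 16% in these data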;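 note: IDE supplied by intact live HEK cells; FP after avidin binding of uncleaved biotin substrate so inhibition keeps polarization high; 0% = DMSO wells and 100% = 60 µM reference IDE inhibitor Ii1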
Target sequence (P14735 whole entry, looked up): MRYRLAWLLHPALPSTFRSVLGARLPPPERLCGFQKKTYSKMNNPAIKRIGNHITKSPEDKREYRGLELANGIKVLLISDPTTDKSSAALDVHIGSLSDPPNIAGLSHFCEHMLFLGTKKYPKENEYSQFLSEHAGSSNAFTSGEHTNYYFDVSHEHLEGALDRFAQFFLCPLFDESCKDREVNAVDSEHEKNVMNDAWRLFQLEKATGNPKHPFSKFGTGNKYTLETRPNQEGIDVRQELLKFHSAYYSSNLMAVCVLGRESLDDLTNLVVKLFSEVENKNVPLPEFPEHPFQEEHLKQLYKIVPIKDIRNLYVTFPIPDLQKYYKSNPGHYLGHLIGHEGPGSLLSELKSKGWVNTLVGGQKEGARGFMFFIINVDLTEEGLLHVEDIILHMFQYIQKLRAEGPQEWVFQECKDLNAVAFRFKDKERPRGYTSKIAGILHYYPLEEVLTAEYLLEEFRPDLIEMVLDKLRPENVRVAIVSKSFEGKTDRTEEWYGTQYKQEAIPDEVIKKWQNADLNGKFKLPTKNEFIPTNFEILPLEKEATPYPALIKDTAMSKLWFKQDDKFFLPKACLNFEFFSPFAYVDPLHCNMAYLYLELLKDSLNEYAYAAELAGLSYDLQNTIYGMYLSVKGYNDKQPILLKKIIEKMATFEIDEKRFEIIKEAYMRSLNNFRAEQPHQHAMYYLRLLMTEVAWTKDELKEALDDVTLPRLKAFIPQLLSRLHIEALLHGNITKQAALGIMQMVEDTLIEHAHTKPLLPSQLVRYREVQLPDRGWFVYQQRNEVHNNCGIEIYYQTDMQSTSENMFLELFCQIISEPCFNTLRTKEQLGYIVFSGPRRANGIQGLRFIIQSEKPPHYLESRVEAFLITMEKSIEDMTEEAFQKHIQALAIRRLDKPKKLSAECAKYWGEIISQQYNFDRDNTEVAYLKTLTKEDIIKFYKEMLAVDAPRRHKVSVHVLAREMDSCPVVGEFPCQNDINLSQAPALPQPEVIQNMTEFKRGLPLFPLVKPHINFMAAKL
p-CIP stab down = compounds decreasing mouse p/CIP protein stability | 0.01% of 290,000 active | Q05BA5 | decrease of EGFP signal, % at 10 µM | AID 1984 | F442A p/CIP-EGFP cells, EGFP fluorescence, 16 h;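 active = EGFP signal decrease of at least 30% at 10 µM or well 3 SD below plate mean, unless failing retest; inactive = the rest, including hits failing retest or dose response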; note: some compounds called inactive have numbers as strong as hits; many of its hits are not listed in these tables
UBC9 SUMO inh = inhibitors of human SUMOylation (UBC9) | P63279 | HTRF SUMOylation assay, SAE1/SAE2 + UBC9, in vitro | inhibition, % at 35 µM | 0.36% of 290,000 active | AID 2006; in the data active = inhibition above about 50%, passing the limit was not always enough; note: strong numbers were not always called active
MEKK3 PB1 HTS = modulators (inhibitors or enhancers) of MEK5 binding to human MEKK3 PB1 domain; bead-based flow cytometry, Alexa488-MEK5 binding to MEKK3; actives lie on both sides; 0 = blocked by unlabeled MEK5, 100 = vehicle; binding response (% of control), % at 10 µM; AID 1529; 1.4% of 290,000 active;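 active = binding response more than 3 SD above or below the average of its plate-row segment, actives on both sides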;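 note: Alexa488 bead fluorescence after subtracting the streptavidin-only scavenger bead signal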
MEKK2 WT-MEK5 = raises or lowers MEK5 binding to wildtype human MEKK2 PB1 domain; Q9Y2U5; bead flow cytometry, Alexa488-MEK5 binding to MEKK2 WT; actives lie on both sides; binding response (% of control), % at 10 µM; 1.1% of 290,000 active; AID 1531; in the data active = binding response below about 67% or above about 130%
IDE act = boosts human insulin-degrading enzyme activity in HEK cells; FAbeta-B cleavage, fluorescence polarization; 0% vehicle, 100% cell-free pure enzyme wells; activation, % at 5.96 µM; 0.073% of 340,000 active; AID 493087;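 active = activation above the mean of all tested compounds plus 3 SD, set per screening campaign, cut at about 17% in these data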
PfM18AAP inh = PfM18AAP enzyme inhibition. recombinant PfM18AAP, H-Glu-NHMec fluorogenic cleavage. inhibition, % at 7.35 µM. 1.2% of 290,000 active;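 active = inhibition above the campaign mean inhibition over all tested compounds plus 3 SD, cut at about 28% in these data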;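 note: 0% = plate median of test compound wells and 100% = 2 mM ZnCl2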
* = called active by the depositor; / = not tested or not shown; & = joins results of further samples.

mol	MEKK2mut PB1 HTS	NALP1 inh	IDE cell inh	p-CIP stab down	UBC9 SUMO inh	MEKK3 PB1 HTS	MEKK2 WT-MEK5	IDE act	PfM18AAP inh
COc1ccc(C(=O)CSc2nnc(COc3ccc(C#N)cc3)n2-c2ccccc2)cc1	-1	0	8	-11	10	98	98	2	3
OC(c1ccc(OCc2ccccc2)cc1)c1nnc(-c2ccccc2)o1 (stereo not given)	/	5	5	-11	16	/	/	2	-3
CN(C(=O)COc1ncnc2sccc12)c1ccccc1	-6	12	7	1	-4	97	95	-1	-4
O=C(Nc1cccc(Cl)c1)NC1CC2CCC(C1)N2Cc1ccco1 (stereo not given)	1	11	4	3	-9	98	107	1	2
CCc1ccc(CN(C)C(=O)CCc2nnc(Cc3cccc(C)c3)o2)nc1	-13	5	2	-4	8	94	88	-1	-1
COc1ccc(NC(=O)c2ccco2)cc1NC(=O)c1ccc(Br)o1	1	14	2	-2	27	96	101	-1	4
Cc1ccc(S(=O)(=O)N(C)CCCC(=O)Nc2ccc(F)cc2)cc1	0	-5	5	6	-17	127	115	7	0
CCOC(=O)c1[nH]c(C)c(/C(O)=C2\C(=O)C(=O)N(CCN3CCOCC3)C2c2ccco2)c1C (stereo not given)	1	4	6	-2	-2	103	97	0	9
Nc1nc(SCc2c(Cl)cccc2Cl)n[nH]1	-5	19	-2	6	-9	97	91	6	6
Cc1nc2ccccc2c(N)c1C(=O)/C=C/c1ccccc1	4	18	3	6	6	99	106	-5	7
CCOc1cccc(CNCc2cccnc2)c1OCc1ccccc1	-10	5	-4	-16	-2	98	94	6	-4
Cc1ccc(C(=O)NCc2ccccn2)o1	4	25	1	-7	0	107	106	-3	-3
COCCn1c(C)cc(C(=O)COC(=O)c2c(C)nn(Cc3ccccc3)c2C)c1C	3	-17	2	-8	4	102	105	2	-7
O=C(c1ccc(=O)[nH]c1)N1CCN(S(=O)(=O)c2cc(C(F)(F)F)ccc2Cl)CC1	9	15	-1	-3	16	103	115	-2	-3
CN(C)S(=O)(=O)c1ccc(NS(=O)(=O)/C=C/c2ccccc2)cc1	-5	10	2	-5	4	99	96	3	0
COc1ccc(CC2(CO)CCN(S(=O)(=O)N(C)C)CC2)cc1	-7	-4	6	1	-2	100	93	2	0
COc1ccc(/C=C(\C#N)C(=O)OCC(=O)Nc2c(C)cccc2C(C)C)cc1	-1	/	1	-19	3	101	105	-1	-2
COc1ccc(C(=O)NCCCSc2ccccc2)cc1F	2	14	0	-14	2	106	110	0	-8
O=C1NCCCCC1NS(=O)(=O)c1cccc2ccccc12 (stereo not given)	2	24	-1	8	14	103	107	0	-14
COC(=O)NNC(=O)COc1ccc(Br)c(C)c1	1	4	-4	0	-8	100	100	4	-6
C/C(=N/OCC(=O)Nc1ccccc1)c1cccs1	10	7	-1	-4	0	101	104	1	2
Cc1ccc(NC(=O)CN(C)C(=O)CSc2n[nH]c(N)n2)cc1	1	4	2	-7	8	99	96	0	1
O=C(Nc1ccc(C(=O)O)cc1)/C(=C\c1ccco1)NC(=O)c1ccco1	5	-5	9	-4	2	100	98	2	32*
Cc1ccc(C(=O)Nc2cc(C(F)(F)F)ccc2N2CCCCC2)cc1[N+](=O)[O-]	5	30	0	-10	7	109	102	-1	-7
COc1ccc(C(=O)CC(SCC(NC(C)=O)C(=O)O)c2ccc(Cl)cc2)cc1OC (stereo not given)	7	9	2	-8	5	105	117	0	15
O=C(c1ccco1)N1N=C(c2cccs2)CC1c1ccccc1O (stereo not given)	1	11	-1	-16	31	97	95	2	-4
COC1CCCCC1NS(=O)(=O)c1ccccc1 (stereo not given)	3	28	1	6	-10	100	102	-4	-2
COc1cc(NC(=O)CNC(c2ccccc2)c2ccccc2)cc(OC)c1OC	4	5	5	2	1	104	101	1	-3
COc1ccc(CCn2nnnc2C(C(C)C)N2CCN(c3ncccn3)CC2)cc1OC (stereo not given)	/	-2	-1	-2	-2	/	/	-1	-3
Cn1nnc2cc(C(=O)N3CCCCCC3)ccc21	-1	15	2	-1	0	98	97	5	4
CCn1c(N)c(C(=O)N2CCOCC2)sc1=S	2	-26	-4	-7	-12	99	100	-4	-4
O=C(c1ccc(-c2ccccc2)c(F)c1)C1CCCN(C(=O)c2cncs2)C1 (stereo not given)	-9	-1	8	-5	16	89	83	-16	2
Cc1ccc(S(=O)(=O)N/N=C/c2ccccc2O)cc1	11	5	-2	-5	16	109	109	3	1
CN(C)c1ccnc2c[cH-]cc12.[Fe].c1ccc(-[c-]2[c-](-c3ccccc3)[c-](-c3ccccc3)[c-](-c3ccccc3)[c-]2-c2ccccc2)cc1 (stereo not given)	17&11	29	-9&-3	-6	4	83&82	114&101	1&6	/
O=C1c2ccccc2C(=O)N1CCc1c[nH]c2ccc(O)cc12	-11	7	-4	-12	2	99	96	1	-3
O=C(CS(=O)(=O)Cc1ccccc1)Nc1nnc(C(F)(F)F)s1	8	-10	0	-4	2	104	106	5	1
O/N=C/c1ccccc1OCc1ccccc1Cl	-1	14	3	-2	14	95	96	11	3
CC(NC(=O)CN(c1ccccc1F)S(C)(=O)=O)c1ccccc1 (stereo not given)	27*	3	-1	-9	9	107	106	5	0
O=C(Nc1nnc(-c2cccs2)o1)c1cc(-c2ccccc2)nc2ccccc12	-2	25	1	-6	-16	117	108	5	-2
CC(C)(C)NC(=O)CN(Cc1ccccc1)S(=O)(=O)c1ccccc1	9	6	6	-6	-1	109	113	-3	-1
Fc1cccc(F)c1CSc1nc2ccccc2[nH]1	-6	8	-3	6	2	92	94	-1	4
S=C1Cc2ccccc2N1	-31	/	/	-8	60*	86	80	-30	8
O=C(CNC(=O)c1sc2ccccc2c1Cl)NCc1cccnc1	12	-5	19*	-17	1	101	100	-16	2
O=C(NCc1ccc(Cl)cc1)C(=O)NCC1OCCCN1S(=O)(=O)c1cccs1 (stereo not given)	2	12	4	-13	1	98	99	1	2
O=C(CN(C(=O)CCC(=O)Nc1nccs1)c1cccc(F)c1)NCC1CCCO1 (stereo not given)	9	-5	5	-7	28	110	113	2	-6
Cc1onc(-c2ccccc2)c1C(=O)n1nnc2ccccc21	3	-10	-4	-9	-2	108	107	-4	-7
C=CCSc1nc2ccccc2c(=O)[nH]1	3	-20	0	-6	1	104	111	4	3
Brc1ccccc1-n1nnc(-c2ccnc3ccccc23)n1	-2	-9	4	-23	-25	97	99	1	1
CCC(Sc1nccn1C)C(=O)Nc1nnc(C)s1 (stereo not given)	7	-15	-4	-6	19	100	102	4	11
O=C(N/C(=C\c1cccnc1)C(=O)N1CCCCC1)c1cccc(Br)c1	0	0	1	-13	5	101	93	1	2
Cc1ccc(NC(=O)C2CC(Cl)=CCC2C(=O)O)c([N+](=O)[O-])c1 (stereo not given)	-10	18	13	-4	14	94	89	0	-1
CCOC(=O)c1c(-c2cccc(N)c2)cn2ccccc12	-2	5	6	-11	23	92	98	7	3
CCC(C)(C)NC(=O)C(c1ccc(C)o1)N(C(=O)c1csnn1)c1cccc(F)c1 (stereo not given)	3	12	-3	-4	-2	99	104	-4	0
COc1cc(C)c(NC(=S)Nc2ccc(C)c(Cl)c2)cc1OC	2	-2	-3	2	2	101	102	-13	2
O=C1NC[C@H](Cc2ccc(O)cc2)N(CC2CCCCC2)C1=O	2	/	0	-8	11	95	94	8	/
O=C(Cc1ccccc1)N[C@@H](Cc1ccccc1)C(=O)O	9	3	7	-12	7	104	105	2	-10
Cc1ccc(CN2CCN(/N=C/C=C/c3ccccc3[N+](=O)[O-])CC2)cc1	0	1	-3	3	-15	89	93	5	7
Nc1nc(N)c(N=Nc2ccc(C(=O)O)cc2)c(N)n1	-3	29	-2	3	21	96	96	-1	4
O=c1[nH]nc(Cc2ncc(C(F)(F)F)cc2Cl)c2ccccc12	11	9	3	-9	8	106	107	-3	-3
N#Cc1cccc(CN2C=NS(=O)(=O)c3ccccc32)c1	7	6	-4	0	4	105	100	0	-1

Remaining list, next part
mol	MEKK2mut PB1 HTS	NALP1 inh	IDE cell inh	p-CIP stab down	UBC9 SUMO inh	MEKK3 PB1 HTS	MEKK2 WT-MEK5	IDE act	PfM18AAP inh
COc1ccc(Cl)cc1S(=O)(=O)N1CCN(C(=O)c2ccco2)CC1	6	16	0	-7	7	102	100	-1	6
Cc1oc2c(CN3CCOCC3)c(O)ccc2c(=O)c1-c1ccc(Br)cc1	2	7	2	-11	20	97	105	2	-1
S=C(NCCc1ccccc1)N/N=C/C1CCCCC1	0	-18	2	-8	3	98	101	/	6
Cn1nnc2cc(C(=O)Nc3ccccc3F)ccc21	1	-3	-4	-6	13	100	98	1	-1
CN1CCn2c1nc(N1CCOCC1)nc2=O	2	-4	1	4	10	94	93	0	-9
COC(=O)Nc1nnc(COc2ccccc2)s1	-4	/	-5	-3	15	94	96	/	-5
NCCc1nnc(SCC(=O)Nc2ccc(Br)cc2)o1	5	3	3	5	-11	104	104	6	4
CCOC(=O)C(=CNc1ccc(N2CCOCC2)cc1)C(=O)OCC	-1	13	0	-5	12	99	96	-2	6
COC(=O)c1c(NC(=O)CSc2nc3ccccc3c(=O)n2-c2ccccc2)sc(C)c1C	-2	26	-3	7	6	101	95	-4	15
Cc1ccc(SCC2(O)CCN(S(=O)(=O)c3ccc(Cl)cc3)CC2)cc1	0	12	5	-8	-15	101	102	0	-5
O=C(Nc1ccccc1N1CCN(c2ccccc2)CC1)C1CCCCC1	-1	2	-2	7	-7	96	94	3	/
CC1(C)Cc2c(C#N)c(SCc3ccccc3)nc(N3CCOCC3)c2CO1	-6	19	1	-9	8	95	98	6	-2
COc1ccc(CCNC(=O)c2cc(COc3c(F)cccc3F)on2)c(OC)c1	7	4	2	-11	-14	100	103	-1	4
CCN(CC)S(=O)(=O)c1ccc(O)c(NS(=O)(=O)c2ccccc2F)c1	0	38	0	6	-15	98	99	7	1
CCCc1cc(-c2[nH]ncc2-c2ccc3c(c2)OCCCO3)c(O)cc1O	-2	14	-2	-12	-3	101	101	-2	3
Cc1ccc(NC(=O)[C@H](NC(=O)[C@@H]2Cc3ccccc3CN2)c2ccccc2)cc1	0	21	-5	-7	-6	102	101	2	-7
O=C(Nc1ccc2c3c(cccc13)CC2)c1cccc([N+](=O)[O-])c1	1	23	-4	1	-3	96	82	-2	-8
CCC(C)NC(=O)C1CCN(S(=O)(=O)c2ccc(OC)cc2)CC1 (stereo not given)	1	16	0	4	18	96	95	6	-2
C/C(=N\NC(=O)c1ccc(O)cc1O)c1cccnc1	2	-63	/	5	0	101	101	1	23
CCOc1ccc(NC(=O)CCNC(=O)c2ccco2)cc1	-11	34	4	-17	-2	97	99	1	0
Cc1ccc(S(=O)(=O)N2CCC[C@H]2C(=O)OCC(=O)c2ccc3c(c2)NC(=O)CO3)cc1	-16	/	4	-5	24	94	93	-3	-12
CC(=O)c1ccc(OCc2cc(C(=O)N3CCC(Oc4ccccc4C)CC3)no2)cc1	-5	24	3	-2	9	101	98	3	-2

The list is partial, so the mix of outcomes need not match the whole.
